procasp3 activ: procaspase-3 (human) activation; P42574; recombinant procaspase-3 D3A, Ac-DEVD-pNA absorbance 405 nm; activation, % at 8.5 µM; actives 0.11% (n = 330,000);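 active means activation above the mean of all tested compounds plus 3 SD, cut at about 21% in these data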;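 further: 0% = DMSO alone and 100% = DMSO wells spiked with extra 5 µM PC-3 D3A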
Target sequence (P42574 whole entry D9A/D28A/D175A): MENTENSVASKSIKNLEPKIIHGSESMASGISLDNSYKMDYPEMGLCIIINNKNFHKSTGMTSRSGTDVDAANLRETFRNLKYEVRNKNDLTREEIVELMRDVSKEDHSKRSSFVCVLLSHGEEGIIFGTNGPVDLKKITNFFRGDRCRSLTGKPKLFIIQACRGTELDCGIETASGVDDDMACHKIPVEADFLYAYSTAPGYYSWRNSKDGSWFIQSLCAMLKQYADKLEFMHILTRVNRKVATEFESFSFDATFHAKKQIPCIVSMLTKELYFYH
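Assay system – Procaspase-3 D3A mutant · Benchmarks – DMSO low control, extra-enzyme high control · Technique – 405 nm absorbance of p-nitroaniline, reads at 0 and 120 min · Doses – 8.5 µM nominal · Measure – % activation between DMSO and enzyme-spiked controls · Also added – Ac-DEVD-pNA chromogenic peptide substrate · Schedule – 1 h compound preincubation, 2 h substrate hydrolysis at 25 °C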
proCasp7 act: activates human procaspase-7, counter-screen for procaspase-3 activators; actives 0.093% (n = 330,000); activation, % at 8.5 µM; P55210; recombinant procaspase-7, Ac-DEVD-pNA absorbance 405 nm; D23A/D198A/D206A triple mutant, cannot self-cleave; scale: DMSO 0, 5 µM enzyme 100; AID 463210;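 active means percent activation above the screen-wide mean plus 3 SD, cut at about 25% in these data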
Target sequence (P55210 whole entry D23A/D198A/D206A): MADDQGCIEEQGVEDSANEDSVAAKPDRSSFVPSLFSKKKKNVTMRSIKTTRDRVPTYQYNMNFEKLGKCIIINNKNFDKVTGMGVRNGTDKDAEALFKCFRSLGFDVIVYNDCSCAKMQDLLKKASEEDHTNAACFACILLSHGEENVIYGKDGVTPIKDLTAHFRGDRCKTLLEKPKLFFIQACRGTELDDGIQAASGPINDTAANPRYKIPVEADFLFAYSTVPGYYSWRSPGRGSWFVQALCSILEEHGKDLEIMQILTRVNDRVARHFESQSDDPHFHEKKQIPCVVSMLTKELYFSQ
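buffer or medium = Zinc-free HEPES/NaCl buffer, pH 7.4 | material = Procaspase-7 triple mutant (PC-7 D3A) | input = 2 µM procaspase-7 mutant as dispensed | signal = Epi-absorbance of released pNA at 405 nm, two timepoints | timing = 1 h preincubation, 2 h reaction | replicates = singlicate compound testing | evaluation = % activation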
PAFAH2 FP inh: inhibitors of human PAFAH2; actives 0.99% (n = 340,000); AID 492956; recombinant PAFAH2, FP-rhodamine activity probe, fluorescence polarization; Q99487; inhibition, % at 3.39 µM;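 active means inhibition above the mean over all tested compounds plus 3 SD, cut at about 30% in these data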;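 further: inhibitors block probe labeling of enzyme so polarization drops; 0% = enzyme with DMSO and 100% = wells lacking PAFAH2 protein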
PP1 counter: counter-screen for PP5 inhibitors: inhibitors of human PP1-alpha; P62136; purified PP1alpha, OMFP fluorescence; inhibition, % at 6.7 µM; actives 0.9% (n = 320,000); AID 2235;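 active means inhibition above the mean inhibition of all tested compounds plus 3 SD, computed separately for each screening campaign, cut at about 15% in these data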
Target sequence (P62136 whole entry, looked up): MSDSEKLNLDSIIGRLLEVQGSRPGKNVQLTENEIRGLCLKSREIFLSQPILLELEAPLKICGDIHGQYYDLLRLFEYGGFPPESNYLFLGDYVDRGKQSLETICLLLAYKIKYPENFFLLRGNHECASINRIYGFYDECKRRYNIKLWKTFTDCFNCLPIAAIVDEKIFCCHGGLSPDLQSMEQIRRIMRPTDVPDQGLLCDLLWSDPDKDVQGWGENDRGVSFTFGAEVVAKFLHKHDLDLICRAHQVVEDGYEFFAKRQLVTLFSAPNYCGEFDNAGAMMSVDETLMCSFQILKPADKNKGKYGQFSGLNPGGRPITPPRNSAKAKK
HCV core dimer: HCV core protein dimerization inhibition; actives 0.33% (n = 300,000); inhibition, % at 5 µM; TR-FRET GST/Flag-core106 dimerization, 1536-well;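 active means inhibition above the mean of all tested compounds plus 3 SD, set per screening campaign, cut at about 45% in these data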
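assay system = GST-tagged and Flag-tagged HCV core protein residues 1-106 | controls = unlabelled core106 and no-GST-core106 wells | incubation = compound-protein-antibody incubation 4 h at 22.5 °C | probe or stimulus = Eu donor and XL665 acceptor anti-tag antibodies | read-out = % inhibition based on acceptor/donor emission ratio | signal = TR-FRET 671 and 617 nm emission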
CTSL1 counter: cathepsin L1 inhibition, PFM18AAP counter-screen. AID 1906. inhibition, % at 5.96 µM. recombinant F. hepatica cathepsin L1, Z-Leu-Arg-MCA fluorescence. actives 0.49% (n = 300,000);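 active means inhibition above the mean of all tested compounds plus 3 SD, set per screening campaign, cut at about 17% in these data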;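 further: 0% = plate median of test compound wells and 100% = 1 µM Z-Phe-Ala-diazomethylketone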
AHR act: activators of human aryl hydrocarbon receptor; activation, % at 5 µM; actives 2.5% (n = 320,000); AID 2796; P35869; AHR-responsive luciferase reporter cells, luminescence; in the data active means activation above about 47%;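 further: 0% = vehicle wells and 100% = reference agonist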
TPT1 inh: C. albicans TPT1 enzyme inhibition. recombinant caTPT1, FP RNA substrate dephosphorylation. inhibition, % at 5 µM. actives 0.81% (n = 300,000). AID 1962;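 active means inhibition above the mean of all tested compounds plus 3 SD, set per screening campaign, cut at about 24% in these data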;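 further: plate controls were DMSO alone for no effect and ferristatin control at 100 nM for full effect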
PP5 primary: PP5 (human) phosphatase inhibition; purified PP5c, OMFP substrate fluorescence; P53041; actives 0.18% (n = 320,000); inhibition, % at 6.7 µM;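 active means inhibition above the campaign's mean inhibition across all tested compounds plus 3 SD, cut at about 9.5% in these data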;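 further: 0% = DMSO only and 100% = 100 µM cantharidin control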
* marks the source's active call; other numbers are inactive results; nt = no result given; & = joins results of further samples.

structure,procasp3 activ,proCasp7 act,PAFAH2 FP inh,PP1 counter,HCV core dimer,CTSL1 counter,AHR act,TPT1 inh,PP5 primary
Cc1ccc(C(=O)C[n+]2cc(-c3ccccc3)n3c2CCCCC3)cc1,4.6&6.7,-5.7&-8.3,-3.8&5.7,5.8&3.1,-12.8&0.1,-11.9&3.3,0.5&3.5,-1.1&0.8,-5.1&0.1
CCn1nnc(NC(=O)c2ccc([N+](=O)[O-])o2)n1,0.3,-3.7,-0.7,-0.7,-0.5,-2.9,8.3,-0.6,-1.7
C=COCCNC(=O)Nc1ccc(Cl)c(Cl)c1,13.0,-6.0,-5.8,-3.7,-0.6,13.0,5.4,0.1,3.1
CCOc1ccc(Nc2nc3ccccc3n3nnnc23)cc1,-6.3,-6.0,4.1,-1.5,-0.8,3.1,132.3*,12.6,-1.2
COc1ccc2[nH]c(=O)c(CN(CCO)C(=O)c3ccccc3F)cc2c1,-4.9,3.6,10.6,-3.5,-3.8,3.4,0.4,-3.6,3.9
Cc1ccc(C(=O)N2CCCC(CCC(=O)N3CCN(c4ccccn4)CC3)C2)s1 (configuration not stated),-9.7,3.6,7.0,-0.5,0.5,1.0,1.3,4.3,0.3
O=C(COC(=O)c1ccccc1C(=O)N1CCN(c2ccccc2)CC1)Nc1ccc(F)cc1,1.8,1.6,73.9*,-0.7,2.9,5.5,10.2,-23.0,2.0
CCOC(=O)c1c(NC(=O)c2cccs2)sc(C)c1C,6.8,6.8,1.6,-1.6,-1.4,8.3,1.7,2.9,-3.1
O=C(NCCCO)C(=O)NCC(c1ccc2c(c1)OCO2)N1CCN(c2ccc(F)cc2)CC1 (configuration not stated),2.6,8.0,-1.8,0.4,-2.2,-1.4,-0.8,-0.1,0.1
Cc1ccc(S(=O)(=O)N2CCN(c3cnn(-c4ccccc4)c(=O)c3Cl)CC2)cc1,3.1,3.6,-9.0,-4.2,-1.9,4.2,0.7,1.6,5.1
COc1ccc(NC(=S)N(CCc2c(C)[nH]c3ccccc23)Cc2cccnc2)cc1,-12.9,2.5,0.5,-1.4,-6.5,2.0,15.6,-1.7,1.8
Cc1cccc(C=Nc2ccccc2C(N)=O)c1,4.7,4.7,-4.5,-3.4,-0.3,6.5,8.2,-2.4,-1.1
CCc1ccccc1NC(=O)Cn1nc(C)n2cccc2c1=O,5.2,6.8,-2.3,-5.2,-12.3,-6.4,-0.1,-3.4,-4.2
CCC1(CC)C(=O)N=C2c3ccccc3C(=O)N21,0.2,1.0,-4.7,-0.3,-8.7,-3.2,-1.9,-2.4,-2.6
COc1ccc2c(c1)C(=O)/C(=C/C=C/c1ccccc1)CC2,3.8,-6.0,-9.1,7.1,5.3,12.4,37.4,-1.6,-2.1
O=C(CNC(=S)N(Cc1ccccc1)Cc1cccnc1)NCc1ccccc1,-10.0,1.7,2.5,0.8,0.2,1.4,2.7,2.6,1.4
COc1ccc(-c2noc(-c3ccccc3C(=O)Nc3cccc(OC)c3)n2)cc1,-3.3,-3.5,-25.8,1.5,14.9,-0.4,5.8,1.2,3.5
O=C(O)C(Cc1ccc(O)cc1)N1C(=O)C2CCCCC2C1=O (configuration not stated),0.9,0.9,2.9,-0.9,-0.8,-0.1,1.3,-0.2,0.1
Cc1cccn2c(CNCC3(c4ccccc4)CCCC3)c(C(=O)N3CCOCC3)nc12,0.3,2.6,-0.8,-3.1,2.3,-0.6,2.9,-6.6,-2.2
COc1ccc(S(=O)(=O)NCc2ccc(C)cc2)cc1,-1.7,-2.8,-7.2,-4.1,-5.0,0.7,-3.2,0.1,-1.8
COc1cccc(C(=O)NCC(=O)N2CCC3(CC2)NCCc2[nH]cnc23)c1OC,2.6,0.7,0.1,-4.4,-1.4,-1.2,0.1,-0.6,1.5
CN1CCN(C(=O)c2ccc(OCCOc3ccccc3)cc2)CC1,7.2,-3.5,-2.8,-4.8,-3.8,-1.1,-0.8,-1.4,1.9
Nc1ncnc2nc(N3CCN(C(=O)c4ccccc4)CC3)[nH]c12,-3.7,-10.2,-2.4,1.0,0.1,3.9,3.2,6.8,1.4
COC(=O)CSc1nnc(CNC(=O)c2ccc(OC)cc2OC)n1C,2.3,-10.9,-5.5,-3.0,2.1,3.5,1.4,-0.9,0.6
CCC(C)(C)NC(=O)C(c1ccncc1)N(Cc1ccc(C)cc1)C(=O)c1csnn1 (configuration not stated),0.1,-0.8,4.1,1.5,-1.6,3.6,3.1,-1.2,1.7
O=C(NC(Cc1c[nH]c2ccccc12)c1nnc2n1CCCCC2)c1ccccc1Cl (configuration not stated),6.1,-2.8,5.7,-2.6,4.7,-2.0,3.5,0.0,5.2
Cc1c(N=Cc2ccco2)c(=O)n(-c2ccccc2)n1C,-5.8,2.2,1.9,0.6,0.0,1.3,4.1,-1.0,3.6
CCCOc1ccc(NC(=O)CC2C(=O)N(CC)C(=S)N2CCNC(C)=O)cc1 (configuration not stated),5.3,-0.4,5.0,0.9,-3.4,1.2,1.9,-4.0,1.0
Cc1cc(C)cc(N(CC(=O)NCc2ccco2)S(=O)(=O)c2c(C)noc2C)c1,-6.5,-9.1,3.0,-2.8,-1.5,-1.7,-0.2,0.0,0.8
O=C(Cc1ccccc1)N/N=C/c1cc(Br)c(Br)o1,-1.8,1.9,-0.2,-1.7,-1.1,2.0,6.8,-3.6,4.7

Laid out differently: results already given.
Screens in order – procasp3 activ | proCasp7 act | PAFAH2 FP inh | PP1 counter | HCV core dimer | CTSL1 counter | AHR act | TPT1 inh | PP5 primary
> COc1ccc(NC(=S)N(CCc2c(C)[nH]c3ccccc23)Cc2cccnc2)cc1
 : -12.9 | 2.5 | 0.5 | -1.4 | -6.5 | 2.0 | 15.6 | -1.7 | 1.8
> Cc1cccc(C=Nc2ccccc2C(N)=O)c1
 : 4.7 | 4.7 | -4.5 | -3.4 | -0.3 | 6.5 | 8.2 | -2.4 | -1.1

Further compounds follow.
structure,procasp3 activ,proCasp7 act,PAFAH2 FP inh,PP1 counter,HCV core dimer,CTSL1 counter,AHR act,TPT1 inh,PP5 primary
O=C(c1cnn(C(=O)c2ccco2)c1)c1ccccc1O,9.6,9.0,7.1,nt,nt,nt,3.4,nt,nt
CCOC(=O)c1c(S(=O)(=O)NCc2ccc(C)o2)c(C)n(C)c1C,3.0,-9.8,-1.8,-0.5,3.1,-5.5,2.1,-3.0,2.1
COc1ccc(C(=O)CSc2nnc(-c3ccco3)n2C)cc1,-4.3,5.4,-5.9,-3.1,-1.6,0.2,-0.4,1.4,3.2
Cc1cccc([N+](=O)[O-])c1NC(=O)CSc1nnc2ccccn12,-3.5,-6.6,-0.8,-6.2,nt,nt,-0.9,nt,-2.0
COc1ccc(C(=O)NC(=O)COC(=O)C2COc3ccccc3O2)cc1 (configuration not stated),0.2,-1.3,11.4,-4.5,0.7,-7.6,2.1,-11.3,0.9
Cc1ccc(OCc2nc(C#N)c(N3CCCC3)o2)cc1,8.2,2.1,-3.8,5.4,6.5,-1.0,-2.7,-3.3,0.8
Cc1c(Cl)cccc1NC(=O)c1ncn[nH]1,-4.8,-1.8,-4.9,-3.2,-5.2,1.4,-2.9,-3.0,1.7
COC(=O)C1=C(NC(=O)c2ccccc2[N+](=O)[O-])CCS1,-3.6,-3.5,9.4,-5.1,5.7,0.7,3.0,-3.5,-0.8
CC(C)(C)OC(=O)C[C@@H]1C/C=C\C[C@@H](CC(=O)N(CCO)Cc2ccccc2)C(=O)N[C@@H](c2ccccc2)COC1=O,-2.5,5.2,-1.0,nt,nt,nt,-0.8,nt,nt
COc1ccc(C2N(C(=O)CN3CCCC3)CCCN2S(=O)(=O)c2ccccc2)cc1 (configuration not stated),4.0,5.2,7.1,11.6,-11.8,3.1,-0.8,-0.4,0.5
Cc1ccc(S(C)(=O)=NC(=O)c2cc(C)on2)cc1 (configuration not stated),-5.4,-0.5,12.7,-1.4,-2.2,-7.4,2.6,0.8,0.4
CCCC(C)c1nnc(NC(=O)C(=O)OCC)s1 (configuration not stated),-11.1,-18.3,-0.2,-2.4,0.9,-2.2,1.3,0.1,-2.7
CCOC(=O)C1CCCN(c2cc(=O)n(-c3ccccc3Cl)c(=O)[nH]2)C1 (configuration not stated),8.8,-7.5,0.6,-1.5,3.2,-0.3,2.7,-2.7,0.0
CC(=O)Nc1nnc(-c2c(-c3c(Cl)cccc3Cl)noc2C)o1,-5.9,5.8,-4.7,-1.7,-3.3,-3.9,-1.9,-5.4,1.0
O=C(NCc1ccccc1C(F)(F)F)C1CC(c2ccccc2C(F)(F)F)=NO1 (configuration not stated),-0.4,-2.8,-5.8,6.4,-16.4,0.3,-3.8,-0.8,3.4
CCCc1nnc(NC(=O)CCC(=O)N2CCN(C3c4ccccc4-c4ccccc43)CC2)s1,11.3,3.7,-4.2,-1.1,13.9,-1.1,0.1,-1.3,-0.5
O=C(CSc1ccc(Cl)cc1Cl)N1CCC(c2nc3ccccc3s2)CC1,0.8,6.0,-8.6,2.1,15.9,-1.6,5.6,-1.0,4.3
Cc1cc(OCC(=O)OCC(=O)NC2CCCCC2C)ccc1Cl (configuration not stated),6.2,-10.4,1.0,-1.8,nt,nt,1.2,nt,2.9
COc1ccc(N2CCN(c3cc(=O)n(Cc4ccc(F)cc4)c(=O)[nH]3)CC2)cc1,-5.1,-7.4,10.7,-3.3,2.9,-2.3,-0.3,3.7,3.1
O=C(Nc1ccc(Cl)cc1)N1CCN(Cc2ccc3c(c2)OCO3)CC1,-2.0,6.0,-3.9,1.3,0.1,-0.6,4.0,-4.8,1.6
CS(=O)(=O)Nc1ccc(C(=O)NCCSCc2c(F)cccc2Cl)cc1,0.0,6.1,1.0,-1.4,-5.5,0.9,-0.3,-5.1,1.5

Screening data from PubChem.
